XIAP displacement – XIAP antagonists, biochemical, IAP family, fluorescence polarization (AID 1018). E3 ubiquitin-protein ligase XIAP (Homo sapiens). XIAP BIR domain, fluorescence polarization peptide displacement; higher % means a stronger effect. one-dose displacement, % at 20 µM; IC50 in µM for titrated hits. 0.007% of 200,000 active; in the data active means displacement above about 50%; further: a part of the inactive calls stands beside numbers as strong as those of hits
Siah-1 displacement – Siah-1 peptide-binding antagonists, primary screen, biochemical, fluorescence polarization, rhodamine-plectin, uHTS (AID 1817). Siah-1 / rhodamine-plectin peptide fluorescence polarization; higher % means a stronger effect. displacement, % at 20 µM, or IC50 in µM where a hit was titrated. 0.02% of 290,000 active;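 active means displacement of at least 50% at 20 µM, with a fluorescence ratio check between 0.3 and a set limit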;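 further: plate controls were Siah plus tracer with DMSO for no effect and tracer alone without Siah for full effect; strong numbers were not always called active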
HIV peptide binding – inhibitors of HIV fusion peptide binding, primary screen, biochemical, uHTS, fluorescence dequenching (AID 1986); cell-free peptide binding, fluorescence dequenching, 30 min; higher % means a stronger effect; one-dose inhibition, % at 20 µM; IC50 in µM for titrated hits; 0.3% of 290,000 active; in the data active means inhibition mostly above about 52%, no sharp cut-off; inactive means mostly below about 76%; further: some results filed as inactive read as strong as hits
RSV CPE inhibition – RSV antiviral activity via CPE protection, HEp-2 cells, primary 10 µM value included (AID 2391); HEp-2 cells, RSV-induced CPE inhibition; higher % means a stronger effect; CPE inhibition, % at 10 µM; hits with a dose series show IC50 in µM; 0.13% of 310,000 active; in the data active means a potency from the dose series; inconclusive means CPE inhibition mostly from about 23% at the one dose, without a potency; inactive means the rest, 99 in 100 with CPE inhibition below about 21%; further: strong numbers were not always called active
SV40 large T antigen – SV40 large T antigen inhibitors, biochemical (AID 1903); SV40 large T antigen ATPase/helicase inhibition assay; higher % means a stronger effect; inhibition, % at 20 µM; hits with a dose series show IC50 in µM; 0.39% of 310,000 active; in the data active means a potency from the dose series; inconclusive means inhibition mostly from about 32% at the one dose, without a potency; inactive means the rest, 99 in 100 with inhibition below about 32%; further: strong numbers were not always called active
NS5 inhibitors – Dengue-2 NS5 methyltransferase inhibitors, primary screen, biochemical, confirmation dose response (AID 588689); Genome polyprotein (Dengue virus type 2 (strain 16681-PDK53)); Dengue-2 NS5 methyltransferase capping enzyme assay, biochemical; higher % means a stronger effect; inhibition, % at 25 µM; hits with a dose series show IC50 in µM; 0.3% of 340,000 active; in the data active means a potency from the dose series; inconclusive means inhibition above about 29% without an active follow-up result
MgcRacGAP inhibition – MgcRacGAP GTPase-activating activity inhibitors, confirmation, biochemical, ADP Hunter fluorescence; Rac GTPase-activating protein 1 (Homo sapiens); 0.6% of 340,000 active; inhibition, % at 30 µM, or IC50 in µM where a hit was titrated; AID 624330, 2012; MgcRacGAP-stimulated Rac1 GTP hydrolysis, ADP Hunter fluorescence; higher % means a stronger effect; GST-tagged Rac1 F28L mutant substrate;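 active means first-screen hits whose inhibition reached a set limit at any dose in the follow-up dose series; inconclusive means inhibition above the set first-screen limit but never retested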;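 further: fluorescence reports GDP produced by GAP-driven GTP hydrolysis; strong numbers were not always called active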
AID2073 – inhibitors of Mint1-CaV2.2 protein interaction, biochemical, HTRF (AID 2073). HTRF protein-protein interaction, Mint1-CaV2.2; higher % means a stronger effect. inhibition, % at 20 µM; hits with a dose series show IC50 in µM. 0.19% of 290,000 active; in the data active means inhibition mostly above about 51%, no sharp cut-off; inconclusive means no clear call, values can overlap the other calls; inactive means mostly below about 53%; further: some results filed as inactive read as strong as hits
LYP inhibition – inhibitors of LYP phosphatase, biochemical, fluorescence intensity, uHTS (AID 1779); 0.054% of 290,000 active; inhibition, % at 11.5 µM; hits with a dose series show IC50 in µM; recombinant LYP phosphatase, fluorescence intensity; higher % means a stronger effect; in the data active means inhibition above about 50%;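 further: plate controls were vehicle with enzyme for no effect and no enzyme for full effect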
NS5 inhibitors pilot replicate – recorded beside NS5 inhibitors, whose call it bears; inhibition, %; measured here: pilot screen replicate inhibition
* hit, by the source's call; ? = inconclusive; . = not tested or not shown.

SMILES | XIAP displacement | Siah-1 displacement | HIV peptide binding | RSV CPE inhibition | SV40 large T antigen | NS5 inhibitors | MgcRacGAP inhibition | AID2073 | LYP inhibition | others
Cc1cccc(OCc2nnc(SCC(=O)Nc3cccc(C(=O)N4CCOCC4)c3)n2C)c1C | -2.5% | -2.7% | 1.3% | 0.0% | 31.7% | -7.1% | 9.9% | 6.1% | -0.4%
CCO/C=C1\C(=O)N(CC)c2ccccc21 | -2.9% | -0.6% | -1.0% | 4.1% | 0.3% | 1.6% | 2.9% | 11.5% | -3.1%
O=C1Cc2ccccc2Sc2cc(OCCCN3CCCCC3)ccc21 | -5.2% | -4.3% | -1.7% | 1.2% | 9.4% | -1.3% | 10.4% | -7.7% | 1.5%
O=C(Oc1cccc(C(=S)N2CCCCC2)c1)c1ccccc1 | -1.4% | -5.6% | -2.3% | -1.9% | 5.7% | -4.7% | 4.6% | -13.9% | -1.1%
CCCCNc1ccc(C(CC(N)=O)NC(=O)Cc2ccc(Br)cc2)cc1[N+](=O)[O-] (stereo not drawn) | . | 5.5% | 10.5% | 1.8% | 7.5% | -2.4% | 3.4% | 35.6% | -6.3%
CCn1c2ccccc2c2cc(NC(=O)N3CCOCC3)ccc21 | -4.8% | -5.2% | -1.0% | 7.7% | 6.4% | 6.1% | 16.0% | -14.5% | -4.2%
Cc1sc2ncnc(Sc3ccccc3C(=O)Nc3ccc(Br)cc3)c2c1C | -12.9% | -1.9% | 0.1% | 13.1% | 16.1% | -5.1% | 24.1% | -3.9% | -2.7%
COc1ccc(-c2csc(NC(CO)c3nc4ccccc4n3Cc3ccc(C)cc3)n2)cc1 (stereo not drawn) | . | . | . | -3.7% | 11.3% | -1.6% | 5.1% | . | .
CC(=O)Nc1ccc(S(=O)(=O)NCCC(=O)OCc2nnc(-c3ccccc3)o2)cc1 | . | . | . | -1.0% | 4.8% | -4.3% | 6.5% | . | .
CCOc1ccc(/C=N/N2C(=O)C(CC(=O)Nc3ccc(F)cc3F)SC2=NC)cc1OC (stereo not drawn) | -7.4% | 7.3% | -1.1% | 1.8% | -2.0% | -8.0% | 4.5% | 10.8% | 6.4%
O=C(c1ccccc1)c1ccccc1C(=O)N1CCN(C(=O)c2ccccc2)CC1 | -2.1% | 4.1% | -1.0% | 0.7% | 4.7% | -0.8% | 1.0% | -0.8% | -5.2%
C=CCn1c(Sc2ncc([N+](=O)[O-])s2)n[nH]c1=O | . | -10.9% | -2.2% | -2.3% | ? | -12.4% | 13.6% | -104.1% | -1.0%
Cc1csc(NC(=O)C2CCCCN2S(=O)(=O)c2ccccc2)n1 (stereo not drawn) | -3.2% | 4.3% | -1.3% | 1.2% | 4.8% | -6.6% | 1.3% | -9.5% | 4.4%
CCCCC1=CC2=CC(=O)C(C)(OC(=O)CCc3ccccc3)C(=O)C2=CO1 (stereo not drawn) | . | 13.7% | 41.7% | 3.5% | 9.3% | -2.0% | 8.3% | 26.7% | 2.6%
COC(=O)[C@@]1(Cc2ccc(F)cc2)[C@H]2c3cc(C(=O)N4CCCC4)n(CCc4ccccn4)c3C[C@H]2CN1C(=O)c1ccccc1 | -13.4% | 3.2% | 6.8% | 1.0% | 10.4% | . | . | -0.2% | 0.1%
CCOC(=O)c1c(NC(=O)COC(=O)c2ccncc2)sc(C)c1C | -9.5% | -2.3% | 0.0% | 5.5% | 17.6% | 4.5% | 2.8% | 14.8% | 4.3%
CCOc1ccc(C(O)Cc2nc3ccccc3n2C)cc1 (stereo not drawn) | -11.9% | 9.5% | 1.9% | 0.7% | -1.7% | 0.0% | -2.7% | 2.9% | -3.2%
Cc1ccc(OCC2Cn3c(nc4c3c(=O)n(C)c(=O)n4C)O2)cc1 (stereo not drawn) | -3.2% | 4.3% | 0.8% | 9.6% | 2.3% | 4.1% | 3.8% | 5.1% | -4.0%
Clc1ccc(Cn2nnc(-c3ccc(N4CCOCC4)cc3)n2)cc1 | -1.5% | 11.2% | 1.5% | -1.5% | 14.8% | 0.7% | 12.7% | 1.9% | 0.8%
CCCN1C(=O)/C(=C/c2ccc3c(c2)OCO3)NC1=S | -6.6% | 8.2% | -1.4% | . | 6.2% | -7.8% | 5.4% | 7.0% | -3.7%
CCC(C)N1CCCC1C(=O)Nc1c(C)cc(C)cc1C (stereo not drawn) | -4.5% | 15.7% | -0.3% | 0.7% | 6.9% | 19.9% | -8.3% | 22.9% | -2.6%
COC(=O)c1ccc(CNC(=O)C23CC4CC(CC(C4)C2)C3)cc1 | . | -3.9% | -1.1% | 8.9% | -3.6% | 6.2% | 8.1% | 6.0% | -7.0%
Cc1c(Cc2ccccc2)sc(N)c1C(N)=O | -1.6% | 3.1% | 8.5% | 2.2% | 30.6% | . | . | -5.7% | -0.2%
CCN1CCN(S(=O)(=O)c2ccc(Cl)c(C(=O)NCc3ccco3)c2)CC1 | . | . | . | -1.5% | 10.0% | -2.2% | 1.8% | . | .
c1ccc(-c2cc3c(NCC4COc5ccccc5O4)ncnc3s2)cc1 (stereo not drawn) | -9.1% | -4.4% | 1.9% | 4.2% | 1.6% | -1.8% | 8.1% | 11.5% | 2.5%
N#CC1=C(N2CCCCC2)c2cc3c(n2C1=O)CCCC3 | -8.5% | 2.5% | -1.9% | . | 13.7% | 20.3% | 10.7% | 6.4% | -0.3%
CCn1c(=O)c2sccc2n(Cc2cccc(C)c2)c1=O | . | -4.6% | 0.9% | -0.3% | 13.2% | -2.3% | 8.3% | 3.3% | -9.8%
COc1ccc(C(=O)Nc2ccccn2)cc1S(=O)(=O)N1CCOCC1 | . | -3.0% | 0.2% | 2.3% | 22.4% | -0.3% | 11.7% | 5.8% | -7.6%
Cc1ccccc1CN(c1ccc(C(N)=O)cc1)S(C)(=O)=O | -4.8% | 0.5% | 0.4% | 1.1% | 9.8% | -8.9% | -1.1% | -1.7% | -10.6% | NS5 inhibitors pilot replicate=-7.5
COC(=O)c1ccc(Cn2c(O)c(N=O)c3ccccc32)o1 | -2.8% | -1.4% | 1.8% | ? | 15.4% | 0.8% | 8.8% | -0.7% | -10.9%

Random excerpt: two records from the list
SMILES | XIAP displacement | Siah-1 displacement | HIV peptide binding | RSV CPE inhibition | SV40 large T antigen | NS5 inhibitors | MgcRacGAP inhibition | AID2073 | LYP inhibition | others
Cc1ccccc1CN(c1ccc(C(N)=O)cc1)S(C)(=O)=O | -4.8% | 0.5% | 0.4% | 1.1% | 9.8% | -8.9% | -1.1% | -1.7% | -10.6% | NS5 inhibitors pilot replicate=-7.5
N#CC1=C(N2CCCCC2)c2cc3c(n2C1=O)CCCC3 | -8.5% | 2.5% | -1.9% | . | 13.7% | 20.3% | 10.7% | 6.4% | -0.3%

(continued)
SMILES | XIAP displacement | Siah-1 displacement | HIV peptide binding | RSV CPE inhibition | SV40 large T antigen | NS5 inhibitors | MgcRacGAP inhibition | AID2073 | LYP inhibition | others
Cc1cc(C)cc(NC(=O)C(=O)NCCCN2CCOCC2)c1 | -6.2% | 4.1% | 1.2% | 0.6% | 7.3% | -17.9% | 3.1% | 28.3% | -3.5%
CC(=O)NC(Cc1ccc(C)cc1)C(=O)NC1CCN(C(=O)c2cnccn2)CC1 (stereo not drawn) | -3.9% | 2.5% | 0.6% | -0.1% | 5.6% | -7.2% | 6.8% | 1.8% | -12.5%
COc1ccccc1NC(=O)CCc1nc(-c2ccccc2F)no1 | -3.8% | 1.5% | 1.3% | 9.8% | -0.9% | -2.3% | 0.7% | 0.7% | -8.0%
Oc1cccc(/C=N/NC(=S)NCCN2CCOCC2)c1O | -5.0% | -5.4% | 3.1% | -1.9% | 50.5% | 1.5% | ? | 9.9% | 4.7%
CC(=O)N1CCN(c2ccc(Nc3ncnc4c3oc3ccccc34)cc2)CC1 | -3.6% | 1.7% | 4.5% | 0.9% | . | -0.7% | 46µM* | 15.9% | 1.4%
CN(C)c1ccc(NC(=O)CN2CCC(N3CCCCC3)CC2)cc1 | -7.4% | -7.8% | 0.8% | -0.3% | 22.9µM* | -10.5% | ? | -17.6% | -4.6%
CN(C)c1ccc(C(=O)OCC(=O)NCCC2=CCCCC2)cc1 | -9.8% | 2.9% | -1.1% | 1.0% | 8.9% | -3.6% | 4.0% | -1.9% | 3.5%
O=C(NC1CCCCC1)c1ccc(CS(=O)(=O)c2ccc(Cl)cc2)o1 | . | 3.7% | -0.9% | 7.9% | 3.3% | -7.7% | 9.5% | 4.1% | -11.1%
Cc1ccc(CN2CCN(C3CCC3)CC2CCO)cc1 (stereo not drawn) | . | -4.0% | -1.3% | 0.2% | 9.8% | 2.6% | 9.5% | 2.5% | -8.0% | NS5 inhibitors pilot replicate=3.6
Cc1cc(=O)n2nc(N3CCCC(C(=O)NCc4ccccc4C)C3)sc2n1 (stereo not drawn) | . | -1.4% | 0.1% | 0.1% | 3.7% | -2.1% | 9.2% | 12.3% | -9.2%
Cc1ccc(C(=O)NNC(=O)Cc2ccccc2)cc1 | -8.7% | -2.9% | -0.5% | -0.9% | 3.7% | 0.7% | 17.3% | -3.1% | -7.3%
Cc1ccc(C)n1-n1c(C)nc2scc(-c3cccs3)c2c1=O | -6.1% | -4.8% | 1.9% | -1.8% | 23.8% | -6.0% | 12.1% | 4.0% | 5.2%
COc1cc(S(=O)(=O)N2CCN(c3ccccc3)CC2)ccc1Cl | -2.8% | 1.5% | -1.2% | 0.8% | 7.4% | -2.1% | 7.9% | -8.6% | -3.0%
CCCc1cc(=O)n2[nH]c(C)cc2n1 | -10.2% | 0.5% | -0.3% | 1.9% | 10.2% | -8.8% | 8.5% | 7.1% | -1.5% | NS5 inhibitors pilot replicate=-3.0
Cc1ccc(S(=O)(=O)C2(C(=O)Nc3ccc(C(C)C)cc3)CC2)cc1 | -2.2% | 0.7% | -0.5% | 6.7% | 4.0% | -3.2% | 9.8% | -7.1% | -1.7%

By substructure: the entries above with a thiophene ring, fused or not
SMILES | XIAP displacement | Siah-1 displacement | HIV peptide binding | RSV CPE inhibition | SV40 large T antigen | NS5 inhibitors | MgcRacGAP inhibition | AID2073 | LYP inhibition | others
Cc1sc2ncnc(Sc3ccccc3C(=O)Nc3ccc(Br)cc3)c2c1C | -12.9% | -1.9% | 0.1% | 13.1% | 16.1% | -5.1% | 24.1% | -3.9% | -2.7%
CCOC(=O)c1c(NC(=O)COC(=O)c2ccncc2)sc(C)c1C | -9.5% | -2.3% | 0.0% | 5.5% | 17.6% | 4.5% | 2.8% | 14.8% | 4.3%
Cc1c(Cc2ccccc2)sc(N)c1C(N)=O | -1.6% | 3.1% | 8.5% | 2.2% | 30.6% | . | . | -5.7% | -0.2%
c1ccc(-c2cc3c(NCC4COc5ccccc5O4)ncnc3s2)cc1 (stereo not drawn) | -9.1% | -4.4% | 1.9% | 4.2% | 1.6% | -1.8% | 8.1% | 11.5% | 2.5%
CCn1c(=O)c2sccc2n(Cc2cccc(C)c2)c1=O | . | -4.6% | 0.9% | -0.3% | 13.2% | -2.3% | 8.3% | 3.3% | -9.8%
Cc1ccc(C)n1-n1c(C)nc2scc(-c3cccs3)c2c1=O | -6.1% | -4.8% | 1.9% | -1.8% | 23.8% | -6.0% | 12.1% | 4.0% | 5.2%

From PubChem
